Screening data deposited in PubChem BioAssay by National Center for Advancing Translational Sciences (NCATS).
RXFP1 ag: RXFP1 (human) receptor agonism | AID 2676 | actives 0.3% (n = 370,000) | Potency, µM (series often up to 57.5 µM), without a hit: top-dose activation, usual class: activators | HEK293T-RXFP1 cAMP TR-FRET, 30 min; response scale: percent of porcine relaxin response, buffer zero; note: % is set by controls: 0 for no effect and ±100 for the full control effect; nearly all actives have a fitted effect of over 60% in size; many of its hits are not listed in these tables
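cAMP rise read by TR-FRET after 30 min, 37C compound exposure (up to 58 uM) in RXFP1-transfected HEK293 cells with Ro 20174 present. EC50 from Hill-equation fits, with 29 nM porcine relaxin as 100% and buffer as basal.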
rTrxR1 inhibitor: rat TrxR1 inhibition; O89049; recombinant rTrxR1, NADPH fluorescence consumption, selenite substrate; Potency, µM (top dose mostly 114 µM), for the others: top-dose activity change, negative = inhibition, hits mostly inhibitors; actives 1% (n = 390,000); AID 588453; note: % is set by controls: 0 for no effect and ±100 for the full control effect; nearly all actives have a fitted effect of over 65% in size
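Rat TrxR1 (90 nM in the dispensed reagent) was pre-reduced with 400 uM NADPH for 5 min at room temperature, then incubated with compound for 15 min. After 400 uM selenite was added, NADPH fluorescence (Ex 340/Em 450 nm) was followed for 8 min.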
TrxR1 substrate: rat thioredoxin reductase 1 substrate activity. O89049. purified TrxR1 substrate turnover, NADPH consumption readout. Potency, µM (doses to about 114 µM), without a hit: at the highest dose activity change, negative = substrate turnover. actives 0.01% (n = 390,000). AID 588456; note: % is set by controls: 0 for no effect and ±100 for the full control effect; nearly all actives have a fitted effect of over 50% in size
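Rat TrxR1, dispensed at 90 nM, was prereduced with 400 uM NADPH (final) for 5 min at ~22 deg C, then incubated with compound 15 min before 400 uM selenite. A first-read NADPH fluorescence drop versus no-compound background flagged substrates.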
Vif-APOBEC3G blk: inhibitors of Vif-APOBEC3G interaction; HeLa A3G-eYFP + Vif (tagged APOBEC3G with the HIV-1 protein that degrades it), YFP fluorescence, overnight; actives 0.076% (n = 410,000); Potency, µM (highest dose often 46.1 µM), for inactives: top-dose activity, negative = active, usual class: inhibitors; AID 602310; Q9HC16;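 note: % is set by controls: 0 for no effect and ±100 for the full control effect; nearly all actives have a fitted effect of over 60% in size; hits raise eYFP signal because A3G escapes Vif-driven loss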
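Read-out is eYFP fluorescence (Ex 488/Em 500-530) from Vif-expressing HeLa A3G-eYFP cells; more signal means A3G escaped Vif-mediated degradation. Cells plated overnight, compound pinned in, incubated overnight at 37 deg C.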
IDH1 R132H inh: inhibitors of human mutant IDH1 R132H | IDH1-R132H enzyme, NADPH consumption, diaphorase/resazurin fluorescence | O75874 | actives 0.093% (n = 390,000) | Potency, µM (highest dose often 76.6 µM), inactives show top-dose activity change, negative = inhibition, usual class: inhibitors; note: % is set by controls: 0 for no effect and ±100 for the full control effect; nearly all actives have a fitted effect of over 65% in size
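IDH1-R132H (0.5 ug/mL dispensed) in pH 7.5 Tris buffer was preincubated 30 min with compound, then given a substrate mix of 0.016 mM NADPH and 2 mM alpha-KG for 80 min at room temperature; remaining NADPH was read by diaphorase/resazurin fluorescence.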
RGS4 inh: human RGS4 inhibition; P49798; Potency, µM (series often up to 114 µM), without a hit: top-dose activity change, negative = inhibition, most hits filed as inhibitors; Transcreener GDP fluorescence polarization, RGS4-accelerated GTP hydrolysis; AID 504845; actives 0.039% (n = 390,000); note: % is set by controls: 0 for no effect and ±100 for the full control effect; nearly all actives have a fitted effect of over 75% in size; some results filed as inactive show a strong effect at the top dose
Target sequence (P49798 whole entry, looked up): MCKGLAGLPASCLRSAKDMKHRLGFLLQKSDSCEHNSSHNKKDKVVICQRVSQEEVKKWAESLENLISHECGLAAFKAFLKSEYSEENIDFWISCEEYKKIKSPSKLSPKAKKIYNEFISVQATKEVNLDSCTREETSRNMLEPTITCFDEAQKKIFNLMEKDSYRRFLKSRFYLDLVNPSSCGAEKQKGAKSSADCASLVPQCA
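MLSMR compounds (23 nl, pin-transferred) preincubated 10 min at room temperature with a 500nM (2x) first reagent, then RGS4 at 900nM (2x) plus Transcreener GDP mix added; fluorescence polarization (620/688 nm) read before and after 90 min at 30 °C.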
Vif-A3F inh: inhibitors of Vif-A3F interaction; AID 602313; actives 0.2% (n = 390,000); HeLa A3F-eYFP + Vif (tagged APOBEC3F with the HIV-1 protein that degrades it), YFP fluorescence increase; Potency, µM (top dose mostly 46.1 µM), for the others: at the top dose activity, negative = active; note: % of control where 0% means no effect; nearly all actives have a fitted effect of over 65% in size
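HeLa cells stably expressing Vif plus C-terminally eYFP-tagged A3F were seeded, incubated overnight at 37 deg C, dosed with compound, incubated overnight again at 37 deg C. Yellow fluorescence (Ex 488/Em 500-530) reported blocked Vif-mediated A3F-eYFP degradation.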
12-LOX inh: ALOX12 (human) lipoxygenase inhibition; actives 1.1% (n = 580,000); purified 12hLO, xylenol orange hydroperoxide absorbance; Potency, µM (highest dose often 108 µM), inactives show at the top dose activity change, negative = inhibition, most hits filed as inhibitors; P18054; note: % is set by controls: 0 for no effect and ±100 for the full control effect
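Hydroperoxide product was detected by ferrous iron/xylenol orange as the 573 to 405 nm absorbance ratio. Arachidonic acid at 40 uM (final) was turned over for 30 min at room temperature by 150 nM human 12hLO, pH 7.0 Hepes buffer, after 15 min compound preincubation.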
USP1-UAF1 inh: USP1/UAF1 (human) deubiquitinase inhibition; O94782; recombinant USP1/UAF1, Ub-Rhodamine cleavage fluorescence; Potency, µM (doses to about 57.1 µM), for inactives: top-dose activity change, negative = inhibition, actives largely listed as inhibitors; actives 0.23% (n = 390,000); AID 743255; note: % is set by controls: 0 for no effect and ±100 for the full control effect; nearly all actives have a fitted effect of over 60% in size; inactives centre near -12
Target sequence (O94782 whole entry, looked up): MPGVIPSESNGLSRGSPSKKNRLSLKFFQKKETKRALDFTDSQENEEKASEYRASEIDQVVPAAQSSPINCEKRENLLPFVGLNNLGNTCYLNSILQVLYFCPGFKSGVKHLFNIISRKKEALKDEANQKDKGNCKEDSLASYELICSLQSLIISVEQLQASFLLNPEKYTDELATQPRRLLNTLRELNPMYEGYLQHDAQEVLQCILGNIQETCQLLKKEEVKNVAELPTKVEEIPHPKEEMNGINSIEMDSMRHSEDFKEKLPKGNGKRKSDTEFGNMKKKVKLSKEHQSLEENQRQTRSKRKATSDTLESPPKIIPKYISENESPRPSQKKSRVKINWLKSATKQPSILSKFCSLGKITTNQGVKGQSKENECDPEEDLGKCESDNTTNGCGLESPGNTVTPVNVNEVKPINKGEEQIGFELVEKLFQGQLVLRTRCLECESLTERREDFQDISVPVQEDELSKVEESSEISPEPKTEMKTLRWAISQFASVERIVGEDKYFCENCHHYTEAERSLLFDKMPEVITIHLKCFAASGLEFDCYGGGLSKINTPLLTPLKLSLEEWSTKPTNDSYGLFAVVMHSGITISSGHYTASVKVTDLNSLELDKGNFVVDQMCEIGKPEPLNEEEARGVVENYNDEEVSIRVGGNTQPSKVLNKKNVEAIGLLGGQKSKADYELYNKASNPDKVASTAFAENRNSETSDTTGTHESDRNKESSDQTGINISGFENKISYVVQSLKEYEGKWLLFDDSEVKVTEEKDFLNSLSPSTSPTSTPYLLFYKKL
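USP1/UAF1 complex (1 nM) preincubated 15 min at room temperature with compound, then Ub-Rho substrate (150 nM final) added. Kinetic fluorescence at 480/540 nm over 6 reads at 60 s intervals; 50 mM HEPES pH 7.8, 0.5 mM EDTA, 0.1 mg/ml BSA, 1 mM TCEP, 0.01% Tween-20.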
* marks the source's active call; other numbers are inactive results; ? = inconclusive; nt = no result given; & = joins results of further samples; [ ] = dose if it differs, or a comment. Calls come from the whole dose curve; as a rule, active = well fitted curve in the direction sought with a large enough effect; inconclusive = small, poorly fitted or top-dose-only effect, or another doubt; inactive = no such curve, though single readings can be large; an effect the other way counts as inactive or inconclusive. Potency is the fitted concentration of half-maximal effect. This is a subset. The share of hits here may be higher or lower than overall.

compound,RXFP1 ag,rTrxR1 inhibitor,TrxR1 substrate,Vif-APOBEC3G blk,IDH1 R132H inh,RGS4 inh,Vif-A3F inh,12-LOX inh,USP1-UAF1 inh
COc1ccc(Cn2ccc3nc(C)c(C(=O)N4CCN(c5ccc(OC)cc5)CC4)cc3c2=O)cc1,-1.8%,2%[57.1 µM],0%[57.1 µM],-13%,0%,-43%,-7%,2%,-22%
CCN(CC)S(=O)(=O)c1ccc(C(=O)NNC(=O)C2COc3ccccc3O2)cc1 (stereo not given),nt,2%,0%,0%,-2%,-7%,6%,201%[activator],-11%
CCCOc1ccc(Cn2cnc3ccccc32)cc1,0.1%,17%,-1%,1%,0%,22%,1%,9%,-10%
CCn1c(N2CCN(C(=O)Nc3ccc(F)cc3)CC2)nc2ccccc21,1.2%,-11%,-8%,2%,5%,-4%,-6%,231%[activator],-20%
O=C(Nc1ccc2oc(-c3ccccc3)nc2c1)c1ccco1,0.2%,-2%,64%[activator],-1%,3%,-48%,9%,?,-11%
CCOc1ccc(C(=O)NCC(=O)NCC(c2ccco2)N2CCCCC2)cc1 (stereo not given),1.0%,12%,6%,1%,0%,-38%,1%,398%[activator],-13%
COc1ccc(CSCC(=O)N/N=C/c2ccc(OCC(=O)N3CCCCC3)cc2)cc1,0.0%,19%,16%[0.457 µM],-1%,2%,17%,-1%,?,21%
O=C(NCCc1cccc(C(F)(F)F)c1)C1CCC(=O)N(CCc2cccc(F)c2)C1 (stereo not given),1.7%,16%,2%,-3%,8%,-6%,1%,0%,-25%
CC(=O)N1CCc2cc(CNS(=O)(=O)c3ccc(Cl)s3)ccc21,3.9%,9%[57.1 µM],2%[57.1 µM],3%,-10%,3%,1%,?,1%
O=C(N(c1ccccc1)c1ccccc1)N(c1ccccc1)c1ccccc1,-0.5%,22%,-3%,-9%,-10%,4%,-4%,22%,-26%
CC(=O)Nc1ccc(NC(=O)C(C)OC(=O)c2ccc3[nH]c(C)c(C)c3c2)cc1 (stereo not given),0.5%,-1%[57.1 µM],-2%[57.1 µM],-6%,-5%,12%,-6%,?,0%
Cc1ccc(Cl)cc1N1CCN(C(=O)c2sc3nc4n(c(=O)c3c2C)CCC4)CC1,-4.4%,14%,8%[11.4 µM],2%,-7%,30%,-5%,0%,16%
CCn1c(SCc2nc3ccccc3c(=O)[nH]2)nnc1C(C)NC(=O)c1ccccc1F (stereo not given),1.2%,4%,-6%,2%,-11%,13%,-5%,3%,-6%
COc1ccccc1N1CCN(C(=O)c2cc3n(n2)C(C(F)(F)F)CC(c2ccco2)N3)CC1 (stereo not given),-1.0%,-4%,-9%,0%,5%,29%,-8%,0%,-1%
COc1ccc(CNC(=O)C2(c3ccc(Cl)cc3)CC2)cc1,0.9%,-4%,-9%,-10%,-2%,3%,1%,-4%,-9%
Cc1cc(C)cc(OCC(=O)NCc2cc(C)nc3ccccc23)c1,-0.4%,23%,-3%,3%,-2%,30%,4%,-10%,-3%
Cc1ccc(CSc2nc3cccnc3n2Cc2ccc(C(=O)NCc3cccs3)cc2)cc1,6.9%,22%,19%,2%,-14%,3%,4%,-10%,-6%
CN(Cc1cccnc1)C(=O)c1ccc2nc(Cc3ccccc3F)oc2c1,0.2%,-15%,-5%,6%,-8%,3%,1%,-2%,-12%
O=C(O)CCn1nc(-c2ccc(F)cc2)cc(Cc2ccccc2)c1=O,0.0%,5%[57.1 µM],7%[57.1 µM],-1%,1%,-7%,10%,nt,-17%
C=CCOc1cccc(C(=O)N2CCCC(CCC(=O)NCc3ccccc3F)C2)c1 (stereo not given),1.1%,-3%,-5%,1%,-3%,16%,0%,15%,-16%
O=C(CSc1nnc(-c2ccncc2)n1CC1CCCO1)Nc1ccccc1Cl (stereo not given),-0.7%,2%[57.1 µM],7%[57.1 µM],0%,0%,0%,17%,156%[activator],1%
CC(C)[C@H](NC(=O)c1ccco1)C(=O)OCC(=O)c1ccc(Br)s1,nt,-2%[57.1 µM],11%[57.1 µM],6%,18%,14%,6%,?,-15%
O=[N+]([O-])c1ccccc1Oc1ccc(Cl)c2cccnc12,2.5%,9%[57.1 µM],6%[57.1 µM],0%,4%,1%,3%,-1%,-16%
O=C(NC(=S)NC(=O)c1ccccc1F)c1ccccc1F,-0.8%,?,16%[57.1 µM],-2%,-5%,?,-33%,?,-7%
COC(=O)/C(=C/c1cn(C(C)=O)c2ccccc12)[N+](=O)[O-],4.8%,?,7%,0%,-2%,-27%,1%,?,-22%
CCCC(NC(=O)C(C)Sc1nnnn1C1CC1)c1ccccc1 (stereo not given),2.9%,37%,8%,2%,1%,-22%,-9%,40%[activator],-20%
O=[N+]([O-])c1ccc(-c2cn(-c3ccccc3F)c(=S)[nH]2)cc1,-0.6%,-7%,-9%,2%,-15%,-9%,-1%,-7%,-2%
COc1ccc(C(C)C)cc1S(=O)(=O)Nc1ncn[nH]1,5.2%,13%,0%,-3%,4%,14%,-29%,-17%,-25%
CC(c1nnc(SCC(=O)Nc2cc([N+](=O)[O-])ccc2F)n1Cc1ccccc1)N(C)C (stereo not given),-0.1%,29%,8%,0%,0%,24%,-2%,0%,-22%
CC1CC(NC(=O)N(C)C)N(C)C(=O)N1 (stereo not given),-0.2%,-6%,-6%,2%,-1%,15%,3%,-6%,-1%
O=C(CNC(=O)c1ccccc1Br)N/N=C/c1cccnc1,0.5%,15%,3%,0%,0%,6%,-3%,-4%,-12%
COc1cccc(N2CC(C(=O)Nc3nnc(SCC(=O)Nc4cc(C)on4)s3)CC2=O)c1 (stereo not given),4.2%,9%[57.1 µM],-5%,1%,0%,-15%,4%,51%[activator],-2%
O=C(Nc1nnc(SCc2ccc(Cl)cc2Cl)s1)C1COc2ccccc2O1 (stereo not given),-1.3%,39%[activator],2%,2%,-6%,2%,-9%,0%,-9%
O=C(CSc1nnc(-c2ccc(Cl)cc2)o1)N1CCc2ccccc21,8.8%,-10%,4%,2%,13%,-12%,-3%,8%,-19%
O=C(CCCOc1ccccc1)N1CCN(c2ccc(F)cc2)CC1,0.8%,15%,12%[57.1 µM],-7%,2%,17%,-1%,144%[activator],5%
COc1ccc(-n2c(Cc3cc(=O)[nH]c(=O)[nH]3)nnc2SCc2ccccc2)cc1,1.5%,3%,1%,3%,12%,-24%,-10%,nt,?
CC(CN1CCN(CCOCCO)CC1)CN1c2ccccc2Sc2ccc(Cl)cc21 (stereo not given),nt,nt,nt,?,13%,nt,-5%,-26%,-24%
CSc1ccccc1C(=O)OCC(=O)Nc1c(C)n(C)n(-c2ccccc2)c1=O,nt,nt,nt,-4%,5%,nt,-5%,8%,-17%
Cc1cccc(NC(=O)c2ccc(S(=O)(=O)N3CC(C)OC(C)C3)cc2)n1 (stereo not given),0.6%,-2%,-9%,0%,7%,11%,4%,-3%,-17%
N#Cc1ccc(C(c2nnnn2Cc2ccccc2)N2CCCC2)cc1 (stereo not given),2.1%,18%[57.1 µM],15%[57.1 µM],0%,1%,?,-11%,?,-21%
C/C(=N\NC(=O)CCCNc1ccc(C)cc1)c1ccccn1,0.3%,5%,-2%,2%,-1%,7%,-5%,13%,-11%
Nc1nc(CCl)nc(Nc2ccc3ccccc3c2)n1,3.1%,12%[57.1 µM],-19%[57.1 µM],-23%,4%,-28%,-2%,168%[activator],-24%
O=C(CSc1nnc(-c2ccncc2)s1)Nc1ccc(Cl)c(C(=O)O)c1,6.0%,7%[57.1 µM],5%[57.1 µM],-2%,13%,7%,-4%,?,-16%
COc1cccc(OCC(=O)Nc2ccccc2-c2ccccc2)c1,-1.0%,9%[57.1 µM],-28%[57.1 µM],-1%,11%,-36%,-7%,-8%,-24%
Cc1ccc(CCNC(=O)CS(=O)Cc2nc(-c3ccccc3Cl)oc2C)cc1 (stereo not given),2.9%&0.6%,33%&14%,10%&2%,-1%&-1%,2%&-17%,-25%&-8%,9%&-1%,-27%&-11%,-24%&-19%
